Compound activity as filed in PubChem.
BAP1 block = inhibitors of BAP1 deubiquitinase, primary screen, biochemical, Ub-AMC fluorescence, kinetic | recombinant BAP1, Ub-AMC hydrolysis fluorescence kinetic; active compounds read low | 72,000 tested, 0.48% active | AID 436, 2006 | Ubiquitin carboxyl-terminal hydrolase BAP1 (Homo sapiens), Q92560 | activity remaining (% of control), % at 20 µM;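 active = activity remaining at or below 50% of control, provided the compound also passes the data quality filters; inactive = the rest, including low values that fail the filters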;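 note: 100% = DMSO wells rate and 0% = substrate alone blank rate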
Target sequence (Q92560 whole entry, looked up): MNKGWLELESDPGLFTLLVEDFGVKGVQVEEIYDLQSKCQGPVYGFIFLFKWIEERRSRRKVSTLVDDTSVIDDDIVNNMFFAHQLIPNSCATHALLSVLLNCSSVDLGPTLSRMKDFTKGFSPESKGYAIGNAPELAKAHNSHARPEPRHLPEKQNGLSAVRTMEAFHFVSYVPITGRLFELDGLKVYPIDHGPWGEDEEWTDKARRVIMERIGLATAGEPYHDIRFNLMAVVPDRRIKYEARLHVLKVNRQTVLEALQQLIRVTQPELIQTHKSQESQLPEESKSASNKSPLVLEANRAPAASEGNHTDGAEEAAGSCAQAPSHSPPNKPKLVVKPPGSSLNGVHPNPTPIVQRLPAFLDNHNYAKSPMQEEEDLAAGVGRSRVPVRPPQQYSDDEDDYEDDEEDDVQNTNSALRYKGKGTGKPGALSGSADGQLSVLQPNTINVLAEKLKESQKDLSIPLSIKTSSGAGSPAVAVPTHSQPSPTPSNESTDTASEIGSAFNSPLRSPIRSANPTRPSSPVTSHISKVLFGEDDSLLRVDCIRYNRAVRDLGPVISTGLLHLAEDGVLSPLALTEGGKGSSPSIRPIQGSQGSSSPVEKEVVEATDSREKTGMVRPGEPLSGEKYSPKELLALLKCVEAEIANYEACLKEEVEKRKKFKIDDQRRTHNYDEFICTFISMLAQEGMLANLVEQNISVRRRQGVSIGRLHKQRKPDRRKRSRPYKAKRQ
HePTP inh = inhibitors of human HePTP phosphatase, primary screen, biochemical, absorbance, leukemia target; recombinant HePTP phosphatase activity, OD absorbance; inhibition, % at 20 µM; 110,000 tested, 0.64% active; AID 521, 2006; in the data active = inhibition above about 50%;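 note: plate controls were vehicle for no effect and reference inhibitor for full effect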
Target sequence (P35236 whole entry, looked up): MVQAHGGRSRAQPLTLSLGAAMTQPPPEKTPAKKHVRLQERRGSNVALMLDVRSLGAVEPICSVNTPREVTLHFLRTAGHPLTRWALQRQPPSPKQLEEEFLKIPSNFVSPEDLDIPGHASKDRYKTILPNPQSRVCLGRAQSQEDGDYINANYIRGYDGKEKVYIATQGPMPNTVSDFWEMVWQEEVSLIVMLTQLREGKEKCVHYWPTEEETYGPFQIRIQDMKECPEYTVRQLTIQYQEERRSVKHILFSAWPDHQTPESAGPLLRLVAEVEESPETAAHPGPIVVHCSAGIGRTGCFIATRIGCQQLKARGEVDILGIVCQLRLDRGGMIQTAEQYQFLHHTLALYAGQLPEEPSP
* hit, by the source's call; i = inactive; / = no result given; & = joins results of further samples. No enrichment for hits; about 0.7% have a hit in one of these screens.

Values run as follows: HePTP inh	BAP1 block
COC(=O)c1sc2ccccc2c1C(=O)OC
 : 2	97
O=CN1CCN(C(=O)c2ccc(F)cc2)CC1
 : 3	/
CC(C)CCNc1nc2c(c(=O)[nH]c(=O)n2C)n1CC(O)COC(C)C (stereo not drawn)
 : 7	86
COc1ccc(S(=O)(=O)N2CCN(C(=O)c3ccncc3)CC2)cc1
 : /	99
CCOC(=O)c1c(C)[nH]c(C)c1C(=O)COC(=O)CCOc1ccccc1OC
 : 6	92
Cn1c(NC(=O)CCc2ccccc2)cc(=O)n(C)c1=O
 : 4	108
COC(=O)c1c(NC(=O)C2CC=CCC2C(=O)O)sc(C(N)=O)c1C (stereo not drawn)
 : 4	101
CCOC(=O)c1c(-c2ccc(Cl)cc2)csc1NC(=O)COc1ccccc1OC
 : -11	/
COc1ccccc1NC(=O)/C(=C\c1cccs1)NC(=O)c1ccc(C(C)(C)C)cc1
 : -6	/
CCCC(=O)Nc1ccc(C(=O)NCC(=O)OCC)cc1
 : 9	83
O=C(Nc1cc(C(F)(F)F)ccc1Cl)C1COc2ccccc2O1 (stereo not drawn)
 : -1	/
CCOc1cc2c(C(=O)OC)c(C)oc2cc1Br
 : -4	/
COC(=O)CSc1nc(-c2cccs2)ccc1C#N
 : 8	i
O=C(c1ccccc1Cl)N1CCCc2ccccc21
 : /	67
CCCCc1ccc(-c2nc3ccccc3c(=O)o2)cc1
 : /	275
O=[N+]([O-])c1ccc(CSc2cccc3cccnc23)cc1
 : -27	/
Cc1c(NS(=O)(=O)c2ccc3[nH]c(=O)[nH]c3c2)c(=O)n(-c2ccccc2)n1C
 : -1	78
CN(C)CCC(c1ccc(Br)cc1)c1ccccn1 (stereo not drawn)
 : 8	123&97
COc1ccc(S(=O)(=O)N2CCSC2c2ccccc2)cc1 (stereo not drawn)
 : 7	98
COc1ccc(Br)cc1C(=O)N1CCN(c2ccc([N+](=O)[O-])cc2Cl)CC1
 : 4	/
COc1ccc(O)c(CN2CCN(Cc3ccc(SC)cc3)CC2)c1
 : 0	/
CCC(c1c(C)[nH]oc1=O)c1c(C)[nH]oc1=O
 : -6	103
CCC(Sc1ccc2nnc(-c3ccc(OC)c(OC)c3)n2n1)C(=O)O (stereo not drawn)
 : -5	95
COc1ccc(OC)c(S(=O)(=O)Nc2ccccc2F)c1
 : -4	78
CCOc1cc(C(=O)Nc2cc(=O)n(C)c(=O)n2C)cc(OCC)c1OCC
 : 2	92
Cc1c(C(=O)Nc2ccc(NC(=O)c3ccc(C(C)(C)C)cc3)cc2)cccc1[N+](=O)[O-]
 : 29	/
CCC1Oc2ccccc2N(CC(=O)NCCCN2CCN(Cc3ccccc3)CC2)C1=O (stereo not drawn)
 : -2	104
O=C1C(=O)N(CCc2ccccc2)C2C=CC=CC12 (stereo not drawn)
 : 6	/
Cc1ccc2c(c1)c1cccc3c1n2CCN3CCC(N)=O
 : 11	/
COc1ccc(-c2noc(COc3cccc(C)c3)n2)cc1OC
 : -12	/
Cc1nc2sc(C(c3ccco3)N3CCc4ccccc4C3)c(O)n2n1 (stereo not drawn)
 : /	90
O=C(Cn1c(-c2ccccn2)nc2ccccc21)NCCN1CCOCC1
 : 7	60
O=C(/C=C/c1ccc([N+](=O)[O-])cc1)NCCSCc1ccccc1Cl
 : 6	/
Cc1ccc(S(=O)(=O)NC(=O)Nc2ncc3c(n2)CC(c2ccco2)CC3=O)cc1 (stereo not drawn)
 : -8	142
COc1ccc(-n2nnc3c(SCc4ccccc4)ncnc32)cc1
 : 6	53
Cc1no[n+]([O-])c1COc1ccc(/C=N/n2nnnc2N)cc1
 : -8	/
CCC(NS(=O)(=O)c1ccc(OC)cc1)C(=O)O (stereo not drawn)
 : 7	105
NC1=NC(c2ccc(Cl)cc2)n2c(nc3ccccc32)N1 (stereo not drawn)
 : 8	89
CCOc1ccc2nc(SCC(=O)N(C)C3CCS(=O)(=O)C3)[nH]c2c1 (stereo not drawn)
 : 12	113
COC(=O)c1ccc(Oc2cc(C)nc(SC)n2)cc1
 : -1	/
COC(=O)c1cc(NC(=O)Cc2ccc(Br)cc2)cc(C(=O)OC)c1
 : 2	/
COc1cc(/C=N/N2C(=O)C3C4C=CC(CC4)C3C2=O)cc(I)c1O (stereo not drawn)
 : -7	/
COC(=O)C1ON2OC(C(=O)OC)C(C(=O)OC)C2C1CC(C)=O (stereo not drawn)
 : 4	99
C=C(C)C1Cc2c(C)nn(-c3ccccc3)c2C1 (stereo not drawn)
 : 3	59
O=C1c2ccc([N+](=O)[O-])cc2C(=O)N1c1ccc([N+](=O)[O-])cc1
 : /	54
O=C(CSc1nnc(-c2cccs2)n1-c1ccccc1)c1ccc(Cl)cc1
 : 10	/
Cc1c(NC(=O)C23CC4CC(CC(C4)C2)C3)c(=O)n(-c2ccccc2)n1C
 : 2	/
CCN(CC(=O)NC1CCCCCC1)S(=O)(=O)c1ccccc1
 : -10	78
CCCOc1ccccc1N/C(=N/S(=O)(=O)c1ccc(C)cc1)Nc1nc(C)cc(C)n1
 : -2	/
CSCCC(NC(=O)c1c(C)oc2c1CCCC2)C(=O)O (stereo not drawn)
 : 8	109

Brought forward from above: five entries, then new ones.
Values run as follows: HePTP inh	BAP1 block
O=C(CSc1nnc(-c2cccs2)n1-c1ccccc1)c1ccc(Cl)cc1
 : 10	/
Cc1c(NC(=O)C23CC4CC(CC(C4)C2)C3)c(=O)n(-c2ccccc2)n1C
 : 2	/
CCN(CC(=O)NC1CCCCCC1)S(=O)(=O)c1ccccc1
 : -10	78
CCCOc1ccccc1N/C(=N/S(=O)(=O)c1ccc(C)cc1)Nc1nc(C)cc(C)n1
 : -2	/
CSCCC(NC(=O)c1c(C)oc2c1CCCC2)C(=O)O (stereo not drawn)
 : 8	109
CCOC(=O)c1cnn(-c2nc3sc4c(c3c(=O)[nH]2)CCCC4)c1N
 : 12	/
Cc1nn(Cc2ccccc2)c(=O)n(Cc2ccccc2)c1=O
 : -19	/
N#CCCCSc1nnc(-c2ccc(Cl)cc2)n1-c1ccccc1
 : -20	91
CCOc1ccc2c(CC)cc(=O)oc2c1
 : 10	/
CCOc1ccc(NC(=O)CN(c2ccc(OC)cc2OC)S(=O)(=O)c2ccc(C)cc2)cc1
 : 6	/
c1csc(CSc2nnc3sc4ccccc4n23)c1
 : /	100
COc1ccc(Nc2nc3ccccc3c(=O)s2)c(OC)c1
 : 3	102
COc1c(Cl)ccc(Cl)c1C(=O)Nc1ccc(I)cc1
 : -16	/
N#Cc1c(C(F)(F)F)cc(-c2cccs2)nc1SCC(=O)Nc1ccc(S(N)(=O)=O)cc1
 : 73*	/
COc1cccc(NC(=O)C2C3C=CC4(O3)C2C(=O)N(C2CC2)C4C(=O)NC2CCCCC2C)c1 (stereo not drawn)
 : 4	83

Some of these compounds in order of their number in HePTP inh, low to high:
mol | HePTP inh | BAP1 block
Cc1nn(Cc2ccccc2)c(=O)n(Cc2ccccc2)c1=O | -19 | /
CCOC(=O)c1c(-c2ccc(Cl)cc2)csc1NC(=O)COc1ccccc1OC | -11 | /
CCC1Oc2ccccc2N(CC(=O)NCCCN2CCN(Cc3ccccc3)CC2)C1=O (stereo not drawn) | -2 | 104
CCOc1cc(C(=O)Nc2cc(=O)n(C)c(=O)n2C)cc(OCC)c1OCC | 2 | 92
COc1ccc(S(=O)(=O)N2CCSC2c2ccccc2)cc1 (stereo not drawn) | 7 | 98
CN(C)CCC(c1ccc(Br)cc1)c1ccccn1 (stereo not drawn) | 8 | 123&97

Further records
Values run as follows: HePTP inh	BAP1 block
CCOc1cccc2cc(C(=O)NCc3ccccc3)c(=N)oc12
 : /	110
OC1(c2ccccc2)C/C(=N\n2cnnc2)C=C1c1ccccc1 (stereo not drawn)
 : 12	102
C/C(=N\NC(=O)c1ccc(Cl)cc1O)c1ccc(Cl)cc1
 : -1	/
C/C(NC(=O)c1ccccc1F)=C1\C(=O)C[C@@H]2[C@H]1C2(C)C
 : 1	63
COC(=O)CN1C(=O)c2cccc3cccc(c23)C1=O
 : -20	/
CCOC(=O)N1CCN(C(=O)Cn2ncc3c2-c2ccccc2OC3)CC1
 : -2	99
CCOC(=O)CC1(c2ccccc2)SC(NC(C)=O)=NN1C(C)=O (stereo not drawn)
 : 5	/
CCOc1ccc(C(=O)Nc2cccc(OC)c2)cc1Cl
 : 6	/
CCOc1cc(/C=C2/SC(=S)N(c3ccccc3)C2=O)ccc1OS(=O)(=O)c1ccccc1
 : 0	/
COc1cccc(NC(=O)COc2ccc(C(C)(C)c3ccccc3)cc2)c1
 : 28	/
Cc1ccc(CN(CC2CCCO2)C(=O)CN2C(=O)C(C(C)C)Oc3ccccc32)o1 (stereo not drawn)
 : 7	88
COc1ccc(/C=C/C(=O)Nc2c(C)ccc3nsnc23)cc1
 : 8	/
COC(=O)c1c(NC(=O)c2ccco2)sc2c1C(C(=O)OC)CC2 (stereo not drawn)
 : -9	97
O=C(CSc1nc2ccc([N+](=O)[O-])cc2s1)NCc1ccccc1
 : 2	/
O=C(Cn1c(=O)sc2ccccc21)Nc1ccc(S(=O)(=O)N2CCCCC2)cc1
 : /	61
CCC(=O)N1c2cc(C)ccc2C(=C2SC(C(=O)OC)=C(C(=O)OC)S2)C(=S)C1(C)C
 : /	64
CCOc1ccc(N(Cc2ccc(C(=O)NC(C)CC)cc2)S(=O)(=O)c2ccc(C)cc2)cc1 (stereo not drawn)
 : 8	/
Cc1cc(Cl)ccc1OCCCC(=O)Nc1nc2ccc(S(C)(=O)=O)cc2s1
 : 4	/
CCN1C(=O)c2cccc3c(S(=O)(=O)N4CCCC4)ccc1c23
 : /	91
Cn1c(=O)oc2cc(S(=O)(=O)NCCN3CCCCCC3)ccc21
 : -6	116
CC(C)CN1C(=O)c2ccc(C(=O)NN3C(=O)c4ccccc4C3=O)cc2C1=O
 : -3	/
Cc1nc2ccccc2nc1OCC(=O)Nc1cc(C(F)(F)F)ccc1N1CCOCC1
 : 5	63
COc1ccc(CNC(=O)N2CCOCC2)cc1
 : -14	/
NC(=S)N/N=C/c1c[nH]c2ccccc12
 : 0	/
O=C(COC(=O)c1ccccc1F)c1ccc(-n2nncc2-c2ccco2)cc1
 : 3	60
Cc1cc(NC(=O)Cn2nc3c(cc2=O)CCCC3)ccc1Br
 : 5	106
O=c1oc2c3c(nn2c2ccccc12)CCCC3
 : -3	85
CC(C)OCC(O)CSc1ccccn1 (stereo not drawn)
 : -1	99
COc1ccc(Oc2ccc(S(=O)(=O)N3CCCCC3)cc2S(=O)(=O)N2CCCCC2)cc1
 : 8	/
O=C(CSc1nc2ccc(N3C(=O)c4ccccc4C3=O)cc2s1)NCCOc1ccc(Cl)cc1
 : 1	/
O=C(c1ccncc1)N1CCN(C(c2ccccc2)c2ccccc2)CC1
 : -5	/
COc1cccc(-n2nnnc2SCC(=O)N2CCCc3ccccc32)c1
 : 4	86
CS(=O)(=O)c1ccc(N2CCOCC2)c(S(C)(=O)=O)c1
 : 2	64
Cc1ccc(-c2nnn(CCC(=O)NC3CCCC3)n2)cc1
 : 0	103
O=C(COc1ccc(Cl)cc1)NCc1nnc(SCC(=O)N2CCCc3ccccc32)o1
 : 7	131
O=C(CC1Nc2ccccc2NC1=O)NCc1ccccc1 (stereo not drawn)
 : 4	/
Cc1cccc(N2CCN(c3nnnn3-c3ccccc3)CC2C)c1 (stereo not drawn)
 : 2	114
O=S(=O)(Nc1ccc(-c2nc3ccccc3o2)cc1)c1ccccc1
 : 10&-1	144
CC(=O)Nc1n[nH]c(S(=O)(=O)Cc2ccc(Cl)cc2Cl)n1
 : 9	109
CCOC(=O)c1c(C)nc2n(CCN3CCOCC3)c3ccccc3n12
 : 2	/
CCOC(=O)C1=C(C)NC(C)=C(C(=O)OCC)C1c1ccc(F)cc1
 : -14	/
CCc1nc(C)c(-c2ccccc2)c(=O)[nH]1
 : -9	93
O=C(O)c1cccc(-c2ccc(/C=N/N3C(=O)C4C(C3=O)C3C=CC4C34CC4)o2)c1 (stereo not drawn)
 : 11	/
CC(=O)NN=C1CC(C)(C)NC(C)(C)C1
 : -7	/
CCOC(=O)c1ccc(NC(=O)CN2CCN(c3ccccc3)CC2)cc1
 : 6	74
CCOC(=O)N1CCN(CC(=O)c2ccc3c(c2)CCN3C(C)=O)CC1
 : 4	99
CCOc1ccccc1N1CCN(c2nc3ccccc3nc2C(C#N)C(=O)OC(C)C)CC1 (stereo not drawn)
 : 0	/
O=C(Nc1ccc(Cl)cc1Cl)c1nn2c(c1Cl)NC(c1ccc(Cl)cc1)CC2C(F)(F)F (stereo not drawn)
 : 15	/
Cc1ccc(N/C(N)=N\c2nc(C)cc(C)n2)c(C)c1
 : 0	/
COc1ccc(C2=CC(c3ccc(F)cc3)n3nnnc3N2)cc1 (stereo not drawn)
 : 5	99

(next part)
Values run as follows: HePTP inh	BAP1 block
CCc1cc2c(=O)c(-c3nc4ccccc4[nH]3)coc2c(CN(CC)CC)c1O
 : -9	/
CCCOc1ccc(-c2ccc(-c3noc(CC)n3)cc2)cc1
 : -2	/
CCN1CCN(c2cc3c(cc2F)c(=O)c(C(=O)O)cn3C2CC2)CC1
 : -6	143
O=C(c1ccc(F)c(F)c1)N1CCN(c2cc(N3CCOCC3)c(F)cc2[N+](=O)[O-])CC1
 : -12	/
Cc1cc(NC(=O)CSc2nnc(-c3ccco3)o2)no1
 : 3	177
OC(CN1CCNCC1)Cn1c2ccccc2c2ccccc21 (stereo not drawn)
 : -14	/
CN1C(=O)C(c2c[nH]c3ccccc23)(c2c[nH]c3ccccc23)c2ccccc21
 : -1	/
